TNAP activation fold: stimulation of alkaline phosphatase TNAP activity – biochemical, luminescent, no phosphate acceptor, uHTS, primary screen (AID 1001) | purified TNAP, luminescent activation assay, no phosphate acceptor; higher activation fold means a stronger effect | one-dose activation fold at 20 µM; EC50 in µM for titrated hits | 0.03% of 200,000 active; in the data active means activation fold from about 3, or a potency from the dose series; inactive means the rest, 99 in 100 with activation fold below about 1.6; further: many of its hits are not listed in these tables
NTR1 agonist: NTR1-driven beta-arrestin-GFP spot formation – imaging, U2OS cells, high content, primary screen (AID 493036); P30989; agonist mode; activation, % at 20 µM; 0.17% of 330,000 active;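 active means activation at or above 40% of the spot to cytoplasm intensity ratio, with at least 20 cells analyzed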;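 further: 0% = DMSO without peptide and 100% = 100 nM NTR1 peptide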
Target sequence (P30989 whole entry, looked up): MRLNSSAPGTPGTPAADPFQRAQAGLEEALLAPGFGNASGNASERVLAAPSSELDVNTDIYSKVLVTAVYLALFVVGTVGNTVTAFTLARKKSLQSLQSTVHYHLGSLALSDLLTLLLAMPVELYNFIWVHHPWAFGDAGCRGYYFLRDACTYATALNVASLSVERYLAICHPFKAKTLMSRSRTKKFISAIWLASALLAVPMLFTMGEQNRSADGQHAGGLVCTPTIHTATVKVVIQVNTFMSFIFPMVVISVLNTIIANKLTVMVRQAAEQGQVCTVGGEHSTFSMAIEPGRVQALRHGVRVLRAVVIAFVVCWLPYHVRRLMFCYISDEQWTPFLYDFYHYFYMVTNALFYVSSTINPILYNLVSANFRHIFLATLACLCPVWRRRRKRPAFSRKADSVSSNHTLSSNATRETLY
NOD2 inhibition: NOD2 signaling inhibitors, cell-based, luminescence, uHTS, HEK293 (AID 1566). HEK293 NOD2/NF-kB luciferase reporter, luminescence; higher % means a stronger effect. inhibition, % at 4 µM; hits with a dose series show EC50 in µM. 0.63% of 290,000 active; further: many of its hits are not listed in these tables
KOR beta-arrestin-1: kappa opioid receptor activators – cell-based, luminescence, uHTS, primary screen (AID 1777); KOR beta-arrestin recruitment, luminescence; higher % means a stronger effect; activation, % at 10 µM, or EC50 in µM where a hit was titrated; 0.02% of 280,000 active; in the data active means activation above about 50%, passing the limit was not always enough; further: a part of the inactive calls stands beside numbers as strong as those of hits
KOR beta-arrestin-2: KOR antagonists, beta-arrestin recruitment, cell-based, luminescence, uHTS (AID 1778); KOR beta-arrestin recruitment, luminescence, antagonist mode; higher % means a stronger effect; inhibition, % at 10 µM, or IC50 in µM where a hit was titrated; 0.091% of 290,000 active; further: strong numbers were not always called active
GPR55 beta-arrestin: selective activators of receptor GPR55 – imaging, U2OS cells, beta-arrestin-GFP redistribution, primary screen (AID 1961). U2OS GPR55 beta-arrestin-GFP redistribution imaging; higher % means a stronger effect. activation, % at 10 µM; hits with a dose series show EC50 in µM. 0.048% of 290,000 active;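 active means activation above 40% with more than 50 cells counted in the well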;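 further: U2OS osteosarcoma cells stably expressing GPR55 and beta-arrestin-GFP; plate controls were DMSO negative control for no effect and LPI positive control for full effect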
CSM14.1 death rescue: protection against thapsigargin-triggered cell killing – 384-well, CSM14.1, ATP luminescence, primary screen (AID 1222). 190,000 tested, under 10 active. cellular ATP content (survival), % at 20 µM, or EC50 in µM where a hit was titrated. CSM14.1 thapsigargin-induced death rescue, ATP luminescence; higher % means a stronger effect;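 active means EC50 below 50 µM in the dose-response confirmation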;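 further: death triggered by thapsigargin at about 15 µM added after 2 h compound pretreatment; cell ATP read after overnight thapsigargin exposure of roughly 18 to 22 hours; normalized against plate controls of thapsigargin alone and 5% DMSO vehicle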
NOD1 inhibition: NOD1 signaling inhibitors, primary screen, cell-based, luminescence, uHTS (AID 1578). 1% of 290,000 active. NOD1-driven NF-kB luciferase reporter cells, luminescence; higher % means a stronger effect. inhibition, % at 4 µM, or EC50 in µM where a hit was titrated; in the data active means inhibition mostly above about 36%, no sharp cut-off; inactive means mostly below about 34%;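 further: HEK-293T reporter cells stimulated with the NOD1 agonist gamma-tri-DAP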
Yfh1-depleted yeast: mitochondrial function rescue without frataxin homolog – Friedreich's ataxia, plus single-dose screen, dose response (AID 1465); fold induction at 50 µM, or EC50 in µM where a hit was titrated; 0.074% of 220,000 active; S. cerevisiae Yfh1-off respiration, WST-1 reduction, 72 h; higher fold induction means a stronger effect;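 active means fold induction of absorbance versus untreated yeast above a set limit, then at least 30% activation at any dose in follow-up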;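 further: activators that raise dye reduction in frataxin-depleted yeast; strong numbers were not always called active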
NTR1 agonist cell count 20 µM: recorded beside NTR1 agonist, whose call it bears; cell count; measured here: cell count, cytotoxicity flag
* marks the source's active call; other numbers are inactive results; i = inactive; · = not tested or not shown; [ ] = dose if it differs, or a comment. Unless noted, no stated cut-off is given here; in the data, active means inhibition above about 50%; inactive means the rest.

SMILES	TNAP activation fold	NTR1 agonist	NTR1 agonist cell count 20 µM	NOD2 inhibition	KOR beta-arrestin-1	KOR beta-arrestin-2	GPR55 beta-arrestin	CSM14.1 death rescue	NOD1 inhibition	Yfh1-depleted yeast
O=C(CN1C(=O)c2cccnc2Oc2ccc(Cl)cc21)NC1CCCCCC1	·	0.5	47	·	8.2%	-11%	-0.1%	·	·	·
CC(C)(C)n1ncc2c(=O)n(Cc3ccc(Cl)cc3)cnc21	1.2	0.5	31	23%	3.0%	-21%	0.3%	-1.0%	-31%	i
CCCCOc1cccc(C(=O)Nc2ccc(N3CCN(CC)CC3)cc2)c1	1.1	-0.6	76	7%	0.6%	-11%	0.2%	·	·	i
COc1ccc2c(c1)c(C(O)CN1CCC(Cc3ccccc3)CC1)c(C)n2C (stereo not drawn)	1.1	-2.6	83	12%	-4.4%	24%	0.3%	1.3%	6%	·
Cn1c(=O)oc2cc(S(=O)(=O)N3CCN(c4ccc(F)cc4)CC3)ccc21	1.1	1.3	49	-19%	-1.1%	-10%	0.8%	-0.4%	-10%	i
CCOC(=O)c1sc(NC(=O)CSc2ncn(-c3ccccc3)n2)nc1C	1.2	1.6	87	-2%	0.2%	8%	0.2%	1.0%	-14%	i
O=C(Cn1c(=O)n(Cc2ccco2)c(=O)c2cc(Cl)ccc21)NCC1CCCO1 (stereo not drawn)	1.1	-0.1	70	-2%	5.3%	-72%	-0.1%	-3.3%	-8%	i
Cc1ccc(-c2c[n+](=O)c3c(n2[O-])CCC3)cc1	·	0.4	61	6%	2.0%	8%	-0.1%	·	-14%	i
COc1ccc(CCNC(=O)CC2SC(=NCCC(C)C)NC2=O)cc1OC (stereo not drawn)	1.1	2.5	41	14%	-0.6%	-16%	-0.3%	-1.2%	-12%	i
C/C=C(/C)C(=O)O[C@@H]1c2cc3c(c(OC)c2-c2c(cc(OC)c(OC)c2OC)[C@@H](OC(C)=O)[C@@H](C)[C@H]1C)OCO3	·	-2.2	88	6%	-2.8%	11%	-0.1%	·	-7%	i
COC(=O)c1c(-c2ccccc2)nn(-c2ccccc2)c1C(=O)OC	·	0.1	70	12%	-3.4%	-20%[20 µM]	0.0%	·	-41%	·
CC(C)Cc1cc(CN2CCC(CO)(Cc3ccccc3)CC2)[nH]n1	·	0.4	53	17%	-1.0%	11%	0.5%	·	1%	i
CCN(CC)C(=O)CNC(=O)Cc1ccc(Cl)cc1	1	3.3	69	0%	-1.0%	5%	-0.2%	0.9%	-1%	i
COc1ccc(C(C)C)cc1S(=O)(=O)N1CCC(C(=O)N2CCN(C)CC2)CC1	·	-0.2	67	4%	4.6%	0%	-0.2%	·	-37%	·
Cc1cc(C)cc(Oc2ccccc2/C=C\C(=O)O)c1	1	0.6	73	16%	0.6%	8%	-0.3%	-1.9%	4%	i
CCCC(=O)NC(NC(=S)Nc1ccc(S(N)(=O)=O)cc1)C(Cl)(Cl)Cl (stereo not drawn)	0.6	5.7	41	-20%	-6.7%	20%	-0.4%	-1.2%	-21%	i
COc1ccc(CNCC(O)COc2ccc(C(C)(C)c3ccccc3)cc2)cc1 (stereo not drawn)	·	50*	44*	-28%	1.3%	-49%	0.0%	·	-4%	·
O=C(CO/N=C/c1cccc([N+](=O)[O-])c1)Nc1ccc2ccccc2c1	1.1	-0.5	56	-8%	2.1%	-57%	0.0%	-1.9%	-17%	i
O=C(c1cccnc1)N1CCN(c2ccc3ccccc3n2)CC1	1.1	1.0	35	3%	-1.1%	12%	0.7%	-0.6%	-29%	i
CC(C)(C)C(=O)NC(=S)NCCc1ccccc1	1	-0.2	101	-44%	2.6%	-12%	-0.1%	0.7%	-10%	i
O=C(NCC1CCCO1)C1CC(=O)N(c2ccc(F)c(Cl)c2)C1 (stereo not drawn)	1.1	-0.5	74	3%	0.9%	6%	-0.1%	-0.8%	10%	i
O=S(=O)(NCCc1cn2ccccc2n1)c1ccc(F)c(C(F)(F)F)c1	1.1	-1.0	58	4%	9.3%	-8%	-0.4%	-2.0%	-7%	i
CC1CC(C)CN(S(=O)(=O)c2ccc(C(=O)N3CCN(c4ccccc4)CC3)cc2)C1 (stereo not drawn)	0.9	0.4	53	5%	1.0%	-14%	-0.2%	3.0%	5%	i
CCNC(=S)NNC(=O)c1cc(CC(C)C)nc2ccccc12	·	0.5	65	13%	2.0%	29%	-0.1%	-1.3%	20%	i
Cc1cc(Cl)c2oc(C(=O)N3CCCCC3CCN3CCCC3=O)c(C)c2c1 (stereo not drawn)	·	3.9	67	20%	5.0%	0%	0.0%	·	-18%	·
Cc1ccc(NC(=O)C2CCN(S(=O)(=O)c3ccc4c(c3)CCCC(=O)N4)CC2)cc1N(C)C	·	1.4	59	24%	-4.0%	11%	0.3%	·	-10%	·
CCOc1ccccc1C(=O)Nc1ccc(S(=O)(=O)N2CCOCC2)cc1	1	0.3	46	18%	-1.4%	-2%	0.5%	4.8%	-16%	i
CC(C)C(c1nnnn1Cc1ccc(F)cc1)N1CCN(C2CCCC2)CC1 (stereo not drawn)	1	2.4	39	-12%	-3.0%	-41%[20 µM]	0.2%	-1.6%	-10%	i
CCCc1cc(=O)[nH]c(SCC(=O)Nc2ccccc2C#N)n1	1.1	0.9	46	2%	4.3%	5%	-0.1%	-0.9%	-19%	i
COc1ccc(NC(=O)CN(C)Cc2c(F)cccc2Cl)cc1S(=O)(=O)N1CCCCC1	1.1	3.5	60	18%	-2.0%	-25%	0.0%	1.3%	-19%	i
Cc1ccc(-n2cc3ccc([N+](=O)[O-])cc3n2)cc1	1.1	-1.7	92	-122%	6.7%	36%	-0.2%	0.0%	-48%	i
COc1ccc(CCNC(=O)C2CCCN(S(=O)(=O)c3cnc[nH]3)C2)cc1OC (stereo not drawn)	1.2	-1.5	58	-17%	-8.4%	42%	0.3%	-0.3%	-10%	i
Cc1ccc(OCC(=O)Nc2ccc3c(c2)OCO3)cc1C	1.1	1.4	68	-43%	·	-17%[20 µM]	0.1%	-1.7%	-49%	i
Cc1noc(N)c1C1(O)C(=O)N(C(C)C)c2ccccc21 (stereo not drawn)	1	0.5	54	2%	-6.5%	-5%	-0.4%	-1.2%	-9%	i
Cc1ccc(C(C)(C)NC(=O)C2CCC(=O)N(CCCN3CCOCC3)C2)cc1 (stereo not drawn)	·	2.2	65	7%	-1.3%	-13%	-0.3%	·	-18%	·
Cc1cc(NC(=O)c2ccc(NC(=O)C3CCCO3)cc2)ccc1Br (stereo not drawn)	·	1.8	57	-2%	1.9%	-37%	-0.2%	·	9%	·
CC(C)CCn1c(=O)c2ccccc2n2c(CN3CCOCC3)nnc12	1	-0.6	60	0%	-0.1%	-15%	-0.5%	31%	-10%	i
CCCCN(C(=O)CSc1nnc2ccccn12)c1c(N)n(Cc2ccccc2)c(=O)[nH]c1=O	1.1	0.3	79	7%	-0.2%	26%	0.3%	-2.3%	42%	i
CCCCCCN1N=C(C)C(C(=O)c2ccc(Cl)cc2)C1=O (stereo not drawn)	1	5.1	82	11%	1.1%	-24%	0.3%	-1.7%	4%	i
COCc1cc(=O)oc2cc(NC(=O)c3ccc(C(C)(C)C)cc3)ccc12	·	4.6	106	-30%	-2.6%	-21%	-0.1%	·	-12%	·
CCC(=O)N1CCc2cc(S(=O)(=O)NCCC(=O)NC3CCCCCC3)ccc21	·	-0.8	48	6%	-2.2%	21%	-0.1%	·	-1%	·
Cc1ccc(-c2csc(N(Cc3ccco3)C(=O)c3cccs3)n2)cc1	1.1	2.4	45	1%	-2.6%	-10%	-0.2%	4.1%	26%	i
CC(=O)c1ccc(NC(=O)c2sc3nc(C)c(C)c(C)c3c2N)cc1	·	-0.7	57	-69%	-2.5%	-10%	-0.2%	·	-87%	·
CCOC(=O)c1cc(C#N)c(N2CCCC2)nc1-c1ccccc1	1.1	9.9	55	5%	0.7%	-4%	-0.2%	0.0%	-16%	i
CCOC(=O)C1=C(O)CSC1=Nc1ccc(Cl)cc1	1.1	2.5	87	-7%	9.7%	2%	0.9%	-0.8%	-15%	i
CN1CCN(C(=O)CSc2cc(=O)n(C)c3ccccc23)CC1	1	1.2	77	0%	-7.6%	17%	-0.6%	-3.2%	-8%	i
CCC(=O)c1cc2c(C)cc(=O)oc2c(C)c1OC	1.1	-1.0	77	4%	1.7%	10%	-0.2%	-0.3%	-24%	i
O=C(Nc1cc(=O)[nH]c2nc(-c3ccc(Cl)cc3)nn12)c1ccccc1	·	1.0	65	-19%	-2.5%	-15%	-0.1%	·	7%	i
Oc1ccc(-c2csc(Nc3ncccn3)n2)c(O)c1	1.5	0.4	82	-143%	-3.8%	11%	0.1%	0.9%	-76%	i
CCN(CC)C(=O)CSc1nc(-c2ccccc2)ccc1C#N	1.1	6.8	40	21%	-2.4%	-14%	-0.1%	1.5%	-36%	i
O=C(O)c1ccc2c(c1)C(=O)N(c1cccc(-c3nc4ccccc4s3)c1)C2=O	1.1	0.6	66	2%	3.5%	-32%	0.3%	-3.3%	-34%	i
CC(=O)[C@@]1(O)CC[C@H]2[C@@H]3C[C@H](C)C4=CC(=O)CC[C@]4(C)[C@H]3CC[C@@]21C	1.1	5.4	58	10%	1.8%	-34%	-0.1%	-2.2%	-7%	i

Molecules from the list above containing an aryl methoxy group:
SMILES	TNAP activation fold	NTR1 agonist	NTR1 agonist cell count 20 µM	NOD2 inhibition	KOR beta-arrestin-1	KOR beta-arrestin-2	GPR55 beta-arrestin	CSM14.1 death rescue	NOD1 inhibition	Yfh1-depleted yeast
COc1ccc2c(c1)c(C(O)CN1CCC(Cc3ccccc3)CC1)c(C)n2C (stereo not drawn)	1.1	-2.6	83	12%	-4.4%	24%	0.3%	1.3%	6%	·
COc1ccc(CCNC(=O)CC2SC(=NCCC(C)C)NC2=O)cc1OC (stereo not drawn)	1.1	2.5	41	14%	-0.6%	-16%	-0.3%	-1.2%	-12%	i
C/C=C(/C)C(=O)O[C@@H]1c2cc3c(c(OC)c2-c2c(cc(OC)c(OC)c2OC)[C@@H](OC(C)=O)[C@@H](C)[C@H]1C)OCO3	·	-2.2	88	6%	-2.8%	11%	-0.1%	·	-7%	i
COc1ccc(C(C)C)cc1S(=O)(=O)N1CCC(C(=O)N2CCN(C)CC2)CC1	·	-0.2	67	4%	4.6%	0%	-0.2%	·	-37%	·
COc1ccc(CNCC(O)COc2ccc(C(C)(C)c3ccccc3)cc2)cc1 (stereo not drawn)	·	50*	44*	-28%	1.3%	-49%	0.0%	·	-4%	·
COc1ccc(NC(=O)CN(C)Cc2c(F)cccc2Cl)cc1S(=O)(=O)N1CCCCC1	1.1	3.5	60	18%	-2.0%	-25%	0.0%	1.3%	-19%	i
COc1ccc(CCNC(=O)C2CCCN(S(=O)(=O)c3cnc[nH]3)C2)cc1OC (stereo not drawn)	1.2	-1.5	58	-17%	-8.4%	42%	0.3%	-0.3%	-10%	i
CCC(=O)c1cc2c(C)cc(=O)oc2c(C)c1OC	1.1	-1.0	77	4%	1.7%	10%	-0.2%	-0.3%	-24%	i

Bioassay records deposited in PubChem by several laboratories.

Only part of the results is shown; rates above refer to the full screens.
